# Compound activity from PubChem BioAssay.
# FBW7 activator: activators of human E3 ligase FBW7; normalized activity (activation), % at 26.1 µM; hit rate 0.13% among 650,000; AlphaScreen FBW7–phospho-cyclin E peptide binding, activator screen; AID 1259310; Q969H0; in the data active means normalized activity above about 1.9%;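 further: purified mutant Fbw7 with reduced substrate affinity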
# MITF inh: inhibitors of human MITF; hit rate 0.91% among 650,000; inhibition, % at 2.6 µM; O75030; AID 1259374; AlphaScreen MITF homodimerization, bead proximity signal; in the data active means inhibition above about 50%;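 further: 0% = vehicle wells with protein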
# Target sequence (O75030 whole entry, looked up): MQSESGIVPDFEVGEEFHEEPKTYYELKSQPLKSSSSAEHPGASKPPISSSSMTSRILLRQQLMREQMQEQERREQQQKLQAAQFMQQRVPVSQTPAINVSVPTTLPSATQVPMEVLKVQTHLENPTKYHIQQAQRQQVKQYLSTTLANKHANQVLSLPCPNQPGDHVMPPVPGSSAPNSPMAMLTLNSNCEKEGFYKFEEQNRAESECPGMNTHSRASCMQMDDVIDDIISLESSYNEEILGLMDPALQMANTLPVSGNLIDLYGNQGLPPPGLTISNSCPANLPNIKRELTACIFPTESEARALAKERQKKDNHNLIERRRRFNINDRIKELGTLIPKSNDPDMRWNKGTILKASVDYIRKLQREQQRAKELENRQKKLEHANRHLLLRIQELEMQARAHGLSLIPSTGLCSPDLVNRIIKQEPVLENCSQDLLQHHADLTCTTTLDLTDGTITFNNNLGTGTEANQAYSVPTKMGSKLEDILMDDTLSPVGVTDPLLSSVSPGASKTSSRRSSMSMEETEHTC
# TEAD-YAP inh: TEAD-YAP interaction inhibition. HEK-TIYL cells, TEAD-Gal4/YAP UAS-luciferase luminescence. inhibition, % at 9.12 µM. AID 1259422. hit rate 1.4% among 640,000; in the data active means inhibition above about 32%;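 further: 0% = median of test compound wells and 100% = reference inhibitor wells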
# GPR151 ag: human GPR151 activation. PathHunter beta-arrestin GPR151 cells, luminescence. activation, % at 11.2 µM. hit rate 1% among 650,000; in the data active means activation above about 4.9%;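 further: 0% = median of compound wells and 100% = cells with positive control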
# Target sequence (Q8TDV0 whole entry, looked up): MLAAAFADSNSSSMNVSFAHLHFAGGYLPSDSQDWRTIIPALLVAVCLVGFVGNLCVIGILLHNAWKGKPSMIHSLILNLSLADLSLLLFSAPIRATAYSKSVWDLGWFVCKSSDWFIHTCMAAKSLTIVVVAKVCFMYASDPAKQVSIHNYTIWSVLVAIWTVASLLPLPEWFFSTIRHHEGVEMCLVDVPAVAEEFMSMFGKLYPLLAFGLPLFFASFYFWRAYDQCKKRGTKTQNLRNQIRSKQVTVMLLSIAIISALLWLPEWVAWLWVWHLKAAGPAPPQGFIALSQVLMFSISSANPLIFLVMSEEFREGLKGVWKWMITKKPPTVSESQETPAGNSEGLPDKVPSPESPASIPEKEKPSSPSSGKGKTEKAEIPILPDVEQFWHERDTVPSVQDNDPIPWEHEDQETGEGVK
# Starred values were filed as active, the others as inactive; & = joins results of further samples.
1	CCN(CC)C(=O)Cn1nc2n(CC)c3ccccc3n2c1=O
2	CCOc1ccc(C(=O)Nc2ccc3oc(-c4ccccc4F)nc3c2)cc1
3	CCOC(=O)c1ccc(NC(=O)N2CCc3ccccc3C2)cc1
4	COc1ccc(C(=O)NCc2nnc(SCC(=O)NO)n2C)cc1
5	Cc1ccc(C(=O)N/C(=C\c2ccc(Cl)cc2)C(=O)NC2CCCCC2)cc1
6	CN1C(=O)/C(=N/OC(=O)c2ccc(Br)cc2)c2ccccc21
assay / entry	1	2	3	4	5	6
FBW7 activator	-0.1	0.0	0.1	0.0	-0.1	0.6
MITF inh	2.9	3.5	-3.9	6.6	0.0	23.1
TEAD-YAP inh	6.7	-3.8	-36.2	0.6	3.9	5.5
GPR151 ag	0.9	0.1	0.9	3.0	1.0	-0.8

7	COc1ccc(CN2CCNC(=O)C2CC(=O)NCCc2cccc(Cl)c2)c(OC)c1 (centres undefined)
8	CCOc1ccccc1NC(=O)/C(C#N)=C\c1ccc(OC)cc1
9	Cc1ccc(NC(=O)c2ccc(S(=O)(=O)N3CC(C)CC(C)C3)cc2)c(C)c1 (centres undefined)
10	O=C(Nc1cccc(Cl)c1)c1cc([N+](=O)[O-])ccc1N1CCOCC1
11	COc1ccccc1-c1ccc(=O)n(CC(=O)NCC2CCCO2)n1 (centres undefined)
12	COc1cc(OC)c(OC)cc1CNn1c(-c2ccc(F)cc2)nc2ccccc2c1=O
assay / entry	7	8	9	10	11	12
FBW7 activator	0.2	0.0	-0.1	-0.4	0.0	-0.2
MITF inh	-0.2	-2.4	8.3	-4.3	-1.1	-12.3
TEAD-YAP inh	8.1	-1.2	5.8	1.1	-10.1	12.6
GPR151 ag	1.9	-0.5	0.5	0.7	0.6	1.4

13	O=C(c1ccccc1)N1N=C(c2ccc(O)cc2)CC1c1ccco1 (centres undefined)
14	CCc1ccc2nc(NCCCn3ccnc3)sc2c1
15	Cc1cc(=O)oc2cc(NC(=O)[C@H](C(C)C)N3C(=O)c4ccccc4C3=O)ccc12
16	Cc1ccc(S(=O)(=O)N(CCC(=O)O)Cc2ccc(Cl)cc2)cc1
17	COc1cccc(C(C)N(C)C(=O)CCc2nnc(Cc3cc(OC)ccc3OC)o2)c1 (centres undefined)
18	Cc1ccc(/C=C2/N=C(c3ccccc3)OC2=O)o1
assay / entry	13	14	15	16	17	18
FBW7 activator	-0.4	0.1	-0.2	0.3	0.9	0.0
MITF inh	-1.3	2.5	2.0	18.5	5.1	-4.4
TEAD-YAP inh	-22.5	-14.7	-0.6	-7.2	-58.4	-4.5
GPR151 ag	1.3	0.0	0.0	-1.6	0.5	-0.9

19	Cc1cc(C)c2c(n1)nn1c(N3CCN(CCO)CC3)cc(C)nc21
20	Cc1c(C(=O)N2CCC(C)CC2)oc2ccc(S(=O)(=O)N3CCCCCC3)cc12
21	O=S(=O)(NCCCCCNS(=O)(=O)c1ccccc1)c1ccccc1
22	Cc1[nH]n(-c2cccc(Cl)c2)c(=O)c1C=Nc1ccc(S(=O)(=O)Nc2ccc(Br)cc2)cc1
23	CCn1cc(C(=O)N2CCC(c3nc(C)ncc3-c3ccncc3)CC2)c(C)n1
24	CCOC(=O)c1cc(NC(=O)Nc2ccc(C)cc2)c(C)nc1C
assay / entry	19	20	21	22	23	24
FBW7 activator	0.0	-0.1	0.1	-0.1	-0.1	-0.2
MITF inh	-7.6	-4.2	8.7	-4.2	0.5	3.8
TEAD-YAP inh	-21.5	-7.2	12.5	-0.8	-3.5	-4.4
GPR151 ag	-0.9	1.4	0.4	-1.6	0.0	-0.6

25	CCn1c(SCC(=O)N2CCCc3ccccc32)nnc1-c1ccco1
26	O=S(=O)(c1cccc2cnccc12)N1CCCN(S(=O)(=O)c2cccc3cnccc23)CC1
27	CCN(C(=O)CSc1nc2nc(C)cc(C)n2n1)c1cccc(C)c1
28	CN(C)CCN1C(=O)c2oc3ccc(Cl)cc3c(=O)c2C1c1cccs1 (centres undefined)
29	NC(=O)c1c(NC(=O)c2cccc([N+](=O)[O-])c2)sc2c1CCCC2
30	CN(C)c1ccc(NC(=O)Cc2ccccc2)c2ccccc12
assay / entry	25	26	27	28	29	30
FBW7 activator	0.1	-0.1	-0.1	0.0	0.0	0.8
MITF inh	-8.6	-3.5	10.0	-5.5	9.0	8.7
TEAD-YAP inh	4.8	-0.7	14.1	-60.7	-4.6	-60.9
GPR151 ag	0.1	-0.9	-1.2	-0.7	1.2	1.7

# Retrieved by structure from above:
30	CN(C)c1ccc(NC(=O)Cc2ccccc2)c2ccccc12
29	NC(=O)c1c(NC(=O)c2cccc([N+](=O)[O-])c2)sc2c1CCCC2
26	O=S(=O)(c1cccc2cnccc12)N1CCCN(S(=O)(=O)c2cccc3cnccc23)CC1
25	CCn1c(SCC(=O)N2CCCc3ccccc32)nnc1-c1ccco1
28	CN(C)CCN1C(=O)c2oc3ccc(Cl)cc3c(=O)c2C1c1cccs1 (centres undefined)
assay / entry	30	29	26	25	28
FBW7 activator	0.8	0.0	-0.1	0.1	0.0
MITF inh	8.7	9.0	-3.5	-8.6	-5.5
TEAD-YAP inh	-60.9	-4.6	-0.7	4.8	-60.7
GPR151 ag	1.7	1.2	-0.9	0.1	-0.7

# Next section:
31	O=C1C=C(C(F)(F)C(F)(F)F)Nc2ccccc2N1
32	COc1ccc(CCNC(=O)CN2CCN(Cc3ccccc3F)C2=O)cc1OC
33	CCOc1ccc(S(=O)(=O)Nc2ccccc2C(=O)N(C)C2CCN(C)CC2)cc1
34	CCC(c1ccccc1)c1nc(-c2ccccn2)no1 (centres undefined)
35	CC(=O)c1cccc(NC(=O)NNC(=O)c2ccc(Cl)cc2Cl)c1
36	COc1ccc(-n2c(SCCC(C)C)nc3sc4c(c3c2=O)CC(C)(C)OC4)cc1
assay / entry	31	32	33	34	35	36
FBW7 activator	-0.2	-0.1	0.0	-0.1	0.0	0.0
MITF inh	-7.0	-4.3	-10.2	-13.2	0.2	12.9
TEAD-YAP inh	-1.0	-0.5	-7.5	-11.2	12.2	12.7
GPR151 ag	0.7	-0.2	-0.5	-1.1	2.3	-0.6

37	NC(=O)N/N=C/c1ccc([N+](=O)[O-])o1
38	O=[N+]([O-])c1ccc(S(=O)(=O)N2CCSC2c2ccccc2)cc1 (centres undefined)
39	O=C(O)c1ccc(C(=O)NCc2ccco2)c(C(=O)O)c1
40	Cc1nnc(SCc2ccc(F)cc2)s1
41	CCOC(=O)N1CCC(N2C(=O)c3ccc(C(=O)NCCC(C)C)cc3C2=O)CC1
42	O=C(O)c1ccccc1SC1CC(=O)N(c2ccc(F)cc2)C1=O (centres undefined)
assay / entry	37	38	39	40	41	42
FBW7 activator	-0.1&0.0	-0.4	0.4	-0.1	-0.1	0.3
MITF inh	18.8&-7.3	-4.5	17.0	-2.5	-3.2	7.7
TEAD-YAP inh	3.7	4.1	-4.7	-15.7	-6.0	1.2
GPR151 ag	-0.3&0.3	-0.4	-0.2	0.3	-0.1	-0.5

43	CCOC(=O)c1c(NC(=O)CCCOc2ccc(C)cc2)sc2c1CCC(C)C2 (centres undefined)
44	COc1ccc(NC(=O)c2sc3nc(C)[nH]c(=O)c3c2C)cc1OC
45	COc1cc(C)c(S(=O)(=O)N2CCCC(C)C2)cc1C (centres undefined)
46	Cc1ccc(N2N=C(c3ccccc3)CC2c2ccccc2)cc1 (centres undefined)
47	CCN(CC)c1nc(NCCO)nc(Nc2ccc(N3CCOCC3)cc2)n1
48	Cc1ccccc1-c1nnc(N)s1
assay / entry	43	44	45	46	47	48
FBW7 activator	-0.2	-0.1	0.3	0.0	0.1	0.2
MITF inh	0.5	-1.1	-8.9	-1.4	-13.7	-23.1
TEAD-YAP inh	3.6	1.1	13.0	-1.3	5.8	-6.9
GPR151 ag	-0.5	-1.4	-1.0	1.2	-0.8	-0.8

49	O=S1(=O)CCC(N2CCOCC2)C1 (centres undefined)
50	Cc1nn(S(=O)(=O)c2ccc(F)cc2)c(C)c1Sc1ccc(Br)cc1
51	COC(=O)c1c(C)[nH]c(C)c1-c1ccc(Cl)cc1
52	CC(NC(=O)c1cc(-c2ccccc2)nc2ccccc12)c1ccncc1 (centres undefined)
53	CCOC(=O)C1=C(N)OC2=C(C(=O)CC(C)(C)C2)C1c1c(F)cccc1Cl (centres undefined)
54	c1ccc(COc2ccc(-c3nnc4ccc5ccccc5n34)cc2)cc1
assay / entry	49	50	51	52	53	54
FBW7 activator	0.1	0.1	0.5	0.0	0.0	0.1
MITF inh	10.5	16.5	9.5	19.5	2.2	4.0
TEAD-YAP inh	-4.6	9.2	5.2	0.2	-0.5	-9.7
GPR151 ag	1.6	-1.4	-1.1	0.7	0.9	-1.3

# Some of the entries so far, as tab-separated lines:
nr	SMILES	FBW7 activator	MITF inh	TEAD-YAP inh	GPR151 ag
49	O=S1(=O)CCC(N2CCOCC2)C1 (centres undefined)	0.1	10.5	-4.6	1.6
12	COc1cc(OC)c(OC)cc1CNn1c(-c2ccc(F)cc2)nc2ccccc2c1=O	-0.2	-12.3	12.6	1.4
23	CCn1cc(C(=O)N2CCC(c3nc(C)ncc3-c3ccncc3)CC2)c(C)n1	-0.1	0.5	-3.5	0.0
25	CCn1c(SCC(=O)N2CCCc3ccccc32)nnc1-c1ccco1	0.1	-8.6	4.8	0.1

# (list continues)
55	O=C(CCC1(Cc2cccc3ccccc23)CCC(=O)N1)NCCN1CCCCC1 (centres undefined)
56	Cc1ccc(-c2cc(C(F)(F)F)n3ncc(-c4ccccc4)c3n2)cc1
57	CC(=O)Oc1ccc(/C=c2/sc3nc(=O)c(-c4ccccc4)nn3c2=O)cc1
58	O=C(c1ccc(Cl)c(Cl)c1)N1CCN(c2cccc(Cl)c2)CC1
59	CCSCCOC(=O)C1=C(C)NC2=C(C(=O)CCC2)C1c1ccc(-c2ccccc2)cc1 (centres undefined)
60	O=C1C=C(NCc2ccccc2)CCC1
assay / entry	55	56	57	58	59	60
FBW7 activator	0.2	-0.1	0.3	-0.1	-0.1	-0.1
MITF inh	-1.3	-0.3	16.2	-1.9	-3.8	-4.0
TEAD-YAP inh	-23.8	-5.3	4.5	-3.5	5.6	-2.5
GPR151 ag	0.8	1.1	-1.6	1.2	0.9	1.1

61	Cc1c(Cl)cccc1-n1ncnc1-c1cccc(Br)c1
62	CC(=O)N(C)C1(c2nnnn2CCOC(=O)Nc2ccc(Cl)cc2)CCCCC1
63	Cc1cc(C)c(C#N)c(Nc2cccc(Cl)c2)n1
64	Cc1ccc(C)c(CN2CCN3C(=O)[C@H](C)N(C)C(=O)[C@H]3C2)c1
65	C1CCC2(CC1)OCC(CN1CCCC1)O2 (centres undefined)
66	CC1CC(C)CN(C(=O)CSCC(=O)O)C1 (centres undefined)
assay / entry	61	62	63	64	65	66
FBW7 activator	0.8	-0.1	-0.1	0.1	0.1	0.1
MITF inh	10.0	-3.7	-3.5	1.3	-0.2	11.3
TEAD-YAP inh	10.8	5.9	5.9	-4.5	13.7	3.9
GPR151 ag	-1.2	-0.1	-0.7	3.5	-0.6	-0.5

67	CC(C)=CCCC1(C)OC(=O)N(N(C)C)C1(C)O (centres undefined)
68	O=C(c1cccc(OC2CCN(Cc3cccc4nonc34)CC2)c1)N1CCCC1
69	Clc1ccc(-c2nc(N3CCCCC3)nc3ccccc23)cc1
70	Cc1ccc(/C(C#N)=C\c2ccc(C)o2)cc1
71	COC(=O)C1=C(N)OC2=C(C(=O)CC(c3ccccc3)C2)C1c1ccsc1 (centres undefined)
72	Cc1cc(/C=C2/NC(=O)N(Cc3ccccc3F)C2=O)c(C)n1-c1ccccn1
assay / entry	67	68	69	70	71	72
FBW7 activator	0.3	0.0	0.1	-0.1	-0.1	-0.1
MITF inh	13.5	-1.4	14.3	-1.1	-20.4	5.4
TEAD-YAP inh	-8.8	-7.6	1.6	-45.4	2.2	-9.6
GPR151 ag	-0.5	1.0	0.9	-0.8	1.7	-1.1

73	CSc1ccc(CN2CCN(C3CCCC(C)C3)CC2)cc1 (centres undefined)
74	CCOC(=O)C1=C(C)NC(C)=C(C(=O)OCC)C1c1ccc(OC(=O)c2oc3ccccc3c2C)cc1
75	Cc1ccc(C2=N/C(=C\c3ccccc3OCc3ccc(Cl)cc3)C(=O)O2)cc1
76	COc1ccccc1CNC(=O)CCc1nc2ncccc2c(=O)n1Cc1ccc(F)cc1
77	CC(NC(=O)C(=O)NC1CCCCC1)C(c1cccs1)N1CCOCC1 (centres undefined)
78	CCOC(=O)N/N=C/c1ccccc1Br
79	CC(NC(=O)CCNS(=O)(=O)c1ccc2c(c1)oc(=O)n2C)c1ccccc1 (centres undefined)
80	O=c1[nH]c2nc(-c3cccc(CO)c3)cnc2n1-c1ccc(N2CCOCC2)cc1
assay / entry	73	74	75	76	77	78	79	80
FBW7 activator	-0.2	0.2	0.0	0.8	0.0	0.9	0.1	0.2
MITF inh	39.0	-6.4	1.6	12.6	-6.2	8.4	2.4	-3.2
TEAD-YAP inh	-3.1	-3.6	6.7	-6.9	-1.6	-6.3	-0.2	-0.8
GPR151 ag	0.2	0.0	0.1	0.7	-0.9	-1.4	0.1	-0.6
